EPAC2 agonist: qHTS for Agonist of cAMP-regulated guanine nucleotide exchange factor 4 (EPAC2): primary screen. Rap guanine nucleotide exchange factor 4 (Homo sapiens), Q8WZA2. EPAC2 activation, biochemical qHTS; response scale: 100% = 6.5 mM cAMP response. Potency, µM (series often up to 154 µM), for the others: at the highest dose activation, usual class: activators. 360,000 compounds, 0.079% hits; note: potency is the fitted concentration of half-maximal effect; nearly all actives have a fitted effect of over 50% in size
Target sequence (Q8WZA2 whole entry, looked up): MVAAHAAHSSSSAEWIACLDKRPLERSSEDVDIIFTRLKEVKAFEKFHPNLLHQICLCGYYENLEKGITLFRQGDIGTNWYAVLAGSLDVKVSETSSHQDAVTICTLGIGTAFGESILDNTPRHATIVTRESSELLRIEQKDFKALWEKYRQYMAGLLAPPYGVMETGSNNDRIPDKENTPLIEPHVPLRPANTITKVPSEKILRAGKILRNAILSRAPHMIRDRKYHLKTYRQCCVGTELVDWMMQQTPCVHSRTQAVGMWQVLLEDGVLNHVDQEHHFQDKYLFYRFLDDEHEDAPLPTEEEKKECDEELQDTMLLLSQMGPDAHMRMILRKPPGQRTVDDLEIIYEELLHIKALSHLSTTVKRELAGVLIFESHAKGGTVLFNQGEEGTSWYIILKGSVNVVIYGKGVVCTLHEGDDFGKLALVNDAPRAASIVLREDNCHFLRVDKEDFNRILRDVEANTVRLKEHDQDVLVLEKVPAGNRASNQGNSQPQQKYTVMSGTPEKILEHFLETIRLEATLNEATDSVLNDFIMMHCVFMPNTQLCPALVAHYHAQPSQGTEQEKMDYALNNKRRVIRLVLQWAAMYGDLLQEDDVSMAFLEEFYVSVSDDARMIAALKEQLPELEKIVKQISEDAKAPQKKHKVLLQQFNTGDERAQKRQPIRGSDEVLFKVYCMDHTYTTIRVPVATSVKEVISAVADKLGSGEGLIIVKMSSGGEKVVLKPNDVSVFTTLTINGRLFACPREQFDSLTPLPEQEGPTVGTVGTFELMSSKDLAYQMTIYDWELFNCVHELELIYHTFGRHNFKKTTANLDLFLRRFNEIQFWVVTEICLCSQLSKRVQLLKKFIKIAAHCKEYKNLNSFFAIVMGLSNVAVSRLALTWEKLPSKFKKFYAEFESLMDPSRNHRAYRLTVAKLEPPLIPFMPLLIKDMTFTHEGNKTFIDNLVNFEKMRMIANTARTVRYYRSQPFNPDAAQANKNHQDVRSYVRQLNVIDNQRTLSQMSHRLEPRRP
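EPAC2 (100 nM) mixed with Rap1B loaded with BODIPY-GDP (250 nM) plus 50 uM unlabeled GDP; compounds pinned in, 5 min RT, then read every 5 min for 30 min (ex 480, em 540 nm). Normalized to cAMP control.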
HepG2 tox: qHTS for Inhibitors of TGF-b: Cytotox Counterscreen. Potency, µM (highest dose often 46.1 µM), for inactives: at the highest dose activity change, negative = cytotoxicity, actives largely listed as cytotoxic. HepG2 CAGA-GFP viability, ATP luminescence, 18 h. 410,000 compounds, 0.76% hits; note: potency is the fitted concentration of half-maximal effect; some results filed as inactive show a strong effect at the top dose
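HepG2 CAGA-GFP cells (1000/well, DMEM with 1% FBS) received compound, then TGF-beta at 500 pg/mL final, and were incubated 18 hours at 37 degrees C. Viability was read by CellTiter-Glo luminescence. Media-only wells were set as complete cell-killing and DMSO as no toxicity.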
A549 viability: Nrf2 qHTS screen for inhibitors: counterscreen for cytotoxicity. A549 ARE-Fluc cells, CellTiter-Fluor viability, 18-24 h. AID 504648, 2011. 390,000 compounds, 0.16% hits. Potency, µM (series often up to 46 µM), without a hit: at the highest dose activity change, negative = cytotoxicity, most hits filed as inhibitors; note: potency is the fitted concentration of half-maximal effect; % is set by controls: 0 for no effect and ±100 for the full control effect
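A549 ARE-Fluc cells in 5% FBS OPTI-MEM, 5000 cells/well, rested 2 h then exposed to compounds in concentration-response for 18-24 h at 37 °C. Viability by CellTiter-Fluor fluorescence (Ex 405/Em 525) after 30 min; luciferase luminescence (BugLite, 15 min, RT) read afterwards.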
S2 tox: Viability Counterscreen for Primary qHTS for Inhibitors of ATXN expression; S2 cells (HEK-293 line with an ATXN2-luciferase reporter) viability, CellTiter-Fluor protease fluorescence, 24 h; AID 651635, 2014; 400,000 compounds, 0.49% hits; Potency, µM (highest dose often 56.7 µM), hits mostly cytotoxic; note: potency is the fitted concentration of half-maximal effect; nearly all actives have a fitted effect of over 40% in size
ATXN2 expr inh: Primary qHTS for Inhibitors of ATXN expression; HEK-293 ATXN2-luciferase reporter, luminescence, 24 h; Potency, µM (doses to about 57 µM), for inactives: at the highest dose activity change, negative = inhibition, most hits filed as inhibitors; 360,000 compounds, 0.72% hits; AID 1745845, 2022; note: potency is the fitted concentration of half-maximal effect; % is set by controls: 0 for no effect and ±100 for the full control effect; nearly all actives have a fitted effect of over 55% in size
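qHTS (up to 57 uM final) was run with 24 h compound exposure of reporter cells at 37 °C. Each well was multiplexed: SteadyGlo luminescence measured ATXN2-luciferase expression after a fluorogenic Gly-Phe-AFC viability readout (25 uM final).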
Nrf2 ARE act: qHTS of Nrf2 Activators; AREc32 ARE-luciferase reporter (MCF7-derived line), luminescence, 24 h; 410,000 compounds, 0.31% hits; Potency, µM (titrated, usually from 46.1 µM), for the others: at the highest dose activation, actives largely listed as activators; note: potency is the fitted concentration of half-maximal effect; % of control where 0% means no effect; nearly all actives have a fitted effect of over 65% in size
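Cells of the AREc32 ARE-luciferase line are plated in OPTI-MEM containing 5% FBS and left overnight at 37 deg C. Compounds are pinned in, incubation continues 24 hr, and firefly luciferase signal is then measured.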
Nrf2 inh: Nrf2 qHTS screen for inhibitors; A549 ARE-Fluc reporter, luciferase luminescence, 18-24 h; Potency, µM (titrated, usually from 46 µM), for inactives: at the top dose activity change, negative = inhibition, most hits filed as inhibitors; 360,000 compounds, 2.1% hits; AID 504444, 2011; note: potency is the fitted concentration of half-maximal effect; % is set by controls: 0 for no effect and ±100 for the full control effect; nearly all actives have a fitted effect of over 60% in size
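Nrf2 activity is the BugLite luminescence, read 15 min after reagent at room temperature, following CellTiter-Fluor cytotoxicity readout (30 min, 37C). Compound titrations were applied for 18-24 h to 5000 A549 ARE_Fluc cells/well in 5% FBS OPTI-MEM.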
IL-2 act: qHTS of IL-2 Activators. IL-2 activation reporter assay, cell-based qHTS; stimulated with anti-CD3/CD4/CD28 beads; in transgenic mouse T cells. activation, % (series mostly up to about 46 µM). 360,000 compounds, 0.065% hits. AID 652025, 2013; in the data active = activation above about 50%; inconclusive = mostly about 30% to 49%; note: 0% is about no effect
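Readout: EGFP and DsRed signals by fluorescent plate cytometry. Unstimulated transgenic mouse T cells received compound 60 min before antibody-bead stimulation, then incubated 18 h at 37 degrees C.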
TGFb inhibitor: qHTS for Inhibitors of TGF-b | Potency, µM (highest dose often 46.1 µM), for the others: at the top dose activity, negative = inhibition, hits mostly inhibitors | HepG2 CAGA-GFP TGF-b/SMAD3 reporter, GFP fluorescence, 18 h; TGF-beta stimulated, 500 pg/mL final | 410,000 compounds, 1.2% hits; note: potency is the fitted concentration of half-maximal effect; % is set by controls: 0 for no effect and ±100 for the full control effect; nearly all actives have a fitted effect of over 65% in size
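Inhibition was scored as loss of TGF-beta-induced (500 pg/mL final, 18 hours, 37 degrees C) GFP in HEPG2 cells carrying a CAGA-GFP reporter, in DMEM with 1% FBS. Well GFP was summed per cell; Activity was normalised to unstimulated and stimulated DMSO wells, then concentration-response fitting.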
The depositor's hits bear a star; i = inactive; ? = inconclusive; . = no result given; & = joins results of further samples; [ ] = dose if it differs, or a comment. Unless noted, calls come from the whole dose curve; as a rule, active = well fitted curve in the direction sought with a large enough effect; inconclusive = small, poorly fitted or top-dose-only effect, or another doubt; inactive = no such curve, though single readings can be large; an effect the other way counts as inactive or inconclusive.

Sample of the layout (4 entries):
Results follow in this order: A549 viability | EPAC2 agonist | IL-2 act | TGFb inhibitor | S2 tox | HepG2 tox | ATXN2 expr inh | Nrf2 inh | Nrf2 ARE act
> CCS(=O)(=O)N1Cc2ccccc2CC1C(=O)NCC12CC3CC(CC(C3)C1)C2 (stereo not given)
→ 15% | 9% | -3.2 | -13% | i | -9% | 5% | -1% | 0.4%
> CCN(CC)CCN1C(=O)C(=O)/C(=C(/O)c2c(C)[nH]c(C(=O)OC)c2C)C1c1cccc(OC)c1 (stereo not given)
→ 0% | 6% | -0.1 | 2% | i | -23% | -6% | -14% | 1.1%
> C=CCn1c(C)csc1=Nc1ccc(C(=O)O)cc1
→ 1% | 2% | -2.3 | 11% | i | 1% | 4% | 1% | -0.7%
> Cc1ccc(NC(=O)CN(C)C(=O)c2cccc(S(=O)(=O)N3CCCC3)c2)cc1
→ -2% | 4% | 1.0 | 10% | i | -34% | -2% | 0% | -1.0%

The list itself, previewed entries included:
Results follow in this order: A549 viability | EPAC2 agonist | IL-2 act | TGFb inhibitor | S2 tox | HepG2 tox | ATXN2 expr inh | Nrf2 inh | Nrf2 ARE act
> CCS(=O)(=O)N1Cc2ccccc2CC1C(=O)NCC12CC3CC(CC(C3)C1)C2 (stereo not given)
→ 15% | 9% | -3.2 | -13% | i | -9% | 5% | -1% | 0.4%
> CCN(CC)CCN1C(=O)C(=O)/C(=C(/O)c2c(C)[nH]c(C(=O)OC)c2C)C1c1cccc(OC)c1 (stereo not given)
→ 0% | 6% | -0.1 | 2% | i | -23% | -6% | -14% | 1.1%
> C=CCn1c(C)csc1=Nc1ccc(C(=O)O)cc1
→ 1% | 2% | -2.3 | 11% | i | 1% | 4% | 1% | -0.7%
> Cc1ccc(NC(=O)CN(C)C(=O)c2cccc(S(=O)(=O)N3CCCC3)c2)cc1
→ -2% | 4% | 1.0 | 10% | i | -34% | -2% | 0% | -1.0%
> CCOc1cc(N2CCOCC2)c(OCC)cc1NC(=O)COc1ncnc2ccc(Br)cc12
→ 15% | -14% | 1.0 | 0% | i | 22% | -3% | . | -0.5%
> Cc1cc(NC(=O)C2CCCN(S(=O)(=O)c3ccc(Br)s3)C2)ccc1Br (stereo not given)
→ -17% | . | . | ? | i | -17% | 8% | ? | -0.2%
> CC(=O)Nc1nonc1-c1nnc(SCC(=O)Nc2ccc(F)cc2F)n1-c1ccccc1
→ -6% | . | . | -1% | ? | 3% | -10% | 2% | 1.0%
> O=C(CN1C(=O)NC2(CCCCC2)C1=O)Nc1cc(C(F)(F)F)ccc1N1CCCC1
→ 1% | -1% | 1.1 | -29% | i | -18% | -1% | -6% | -0.7%
> Cc1nc(NC(=O)/C=C/c2ccccc2)sc1C(=O)Nc1ccccc1Cl
→ -2% | 11% | 0.9 | -16% | i | -2% | 0% | 8% | -0.1%
> Cc1ccccc1OCC(=O)Nc1ccc(-c2nc3ccccc3o2)cc1
→ -10% | . | . | 5% | i | -23% | 0% | . | 0.1%
> O=C1OC2(CCCCC2)OC(=O)C1=CNc1nccs1
→ -18% | 6% | 0.6 | -1% | i | -2% | 3% | -14% | -0.3%
> CN(C)NC(=S)Nc1ccc(Cl)cc1
→ -1% | 13% | -1.9 | 10% | i | 1% | -3% | 10% | -0.4%
> COc1c2ccccc2nn1C(C)C
→ . | 2% | -0.6 | . | i | . | 16% | . | -0.3%
> Cc1cccc2cc(CN(Cc3nnnn3C3CCCCC3)C3CCCC3)c3nnnn3c12
→ -22% | 2% | -0.5 | -8% | i | -15% | -14% | ? | 0.2%
> COc1cc(/C=N/Nc2nn3cnnc3c3ccccc23)ccc1O
→ 1%[1.84 µM] | -9% | -0.9 | 1% | i | -33% | 15% | ? | 4.1%
> CC(=O)N1CCN(c2ccc(NC(=O)C(c3ccccc3)c3ccccc3)cc2)CC1
→ 7% | 2% | -1.2 | 2% | i | -15% | 2% | -11% | 2.3%
> CCOc1ccc(/C=N/Nc2ccccn2)cc1OC
→ -5% | 13% | 2.0 | 0% | i | -9% | 46%[activator] | ? | 19%
> O=C(NCCC(=O)N1CCCC(C(F)(F)F)C1)c1ccc(Br)cc1 (stereo not given)
→ -2% | 1% | -2.3 | 6% | i | -1% | -5% | -5% | 0.4%
> COCc1cc(C)nc(NCCO)c1C#N
→ -1% | -1% | -0.6 | 2% | i | -25% | 3% | 2% | -0.7%
> CCOc1ccc(CN2CCNC(=O)C2CC(=O)NCc2csc(C)n2)cc1 (stereo not given)
→ 10% | -3% | -0.8 | -33% | i | -31% | -5% | 6% | -0.4%
> C/C(Cn1nc([N+](=O)[O-])cc1C)=N\NC(=O)c1ccc(C(C)(C)C)cc1
→ -1% | 4% | 0.3 | 0% | i | 3% | 1% | 10% | 0.5%
> COc1cccc(CSc2nc3ccncc3[nH]2)c1
→ 6% | 9% | -0.4 | 0% | i | -62% | -20% | ? | -0.1%
> CCOc1cc(/C=N/NC(=O)C(=O)NC2CC2)cc(Br)c1O
→ -5% | 3% | -1.8 | -4% | ? | -9% | 6% | 3% | 1.7%
> Cc1ccc(S(=O)(=O)N2CCC(C(=O)OCC(=O)Nc3cc(S(C)(=O)=O)ccc3Cl)CC2)cc1C
→ -1% | 0% | -1.9 | -6% | i | -2% | -3% | -23% | -0.6%
> COc1ccc(/C=C2\C(=O)OCc3cc(OC)c(OC)cc32)cc1OC
→ 3% | 11% | -1.9 | -3% | i | -7% | 32% | ? | ?
> Cc1ccc(C(=O)Nc2nnc([C@H]3C[C@H](O)[C@@H](CO)O3)s2)cc1
→ . | 5% | 0.6 | 9% | i | -15% | 19% | . | 0.8%
> O=C(O)C1=C[C@H](c2cccs2)C[C@H](OCc2ccc(CO)cc2)O1
→ -1% | 3% | -2.1 | ? | i | 1% | 1% | 3% | 3.9%
> O=[N+]([O-])/C=C/c1cn(Cc2ccccc2)c2ccccc12
→ -8% | ? | -0.3 | ? | ? | -47% | ? | 23% | -1.1%
> Cc1nnc(SCC(=O)c2ccc(Br)cc2)s1
→ 1% | 0% | 1.1 | -1% | i | 4% | . | -5% | 3.5%
> Cc1cccc(-c2nc(CS(=O)CC(=O)N3CC(C)CC(C)C3)c(C)o2)c1 (stereo not given)
→ 0% | -1% | -2.1 | -13% | i | -41% | -10% | -11% | -0.6%
> NC(=O)C1CCN(c2nc(-c3cccs3)cs2)CC1
→ 3% | 8% | 1.1 | -9% | i | -8% | -21% | -28% | 4.0%
> O=C(NCc1ccc(Cl)cc1)C1CCN(S(=O)(=O)c2ccc(N3CCCC3=O)cc2)CC1
→ 0% | 1% | -0.3 | -10% | i | -7% | -8% | ? | -0.1%
> COc1ccc(OC(=O)c2cccc([N+](=O)[O-])c2)c(C(=O)/C=C/c2cccs2)c1
→ -7% | 22% | -0.6 | 0% | i | -47% | -10% | . | ?
> Cc1cc(NC(=O)CN2C(=O)NC(CC(C)C)C2=O)ccc1Br (stereo not given)
→ -10% | 4% | -0.7 | 3% | i | -5% | . | ? | 2.9%
> CCCC(C(=O)NCc1ccco1)N(C(=O)CNS(=O)(=O)c1ccccc1)c1ccccc1OC (stereo not given)
→ -1% | 3% | -0.4 | -20% | i | 5% | 3% | . | -0.4%
> CCCCCC(=O)Nc1cccc(C2=NOC3(C2)C[C@H](C(N)=O)N(C(=O)c2ccccc2)C3)c1 (stereo not given in full)
→ 2% | 1% | -0.4 | 10% | i | -2% | -4% | ? | 0.8%
> NC(=O)c1ccc2c(c1)OCCO2
→ -12% | 3% | -0.4 | 22% | i | -3% | -7% | -19% | -0.5%
> CCOc1ccc(CNC(=O)CCCn2nc(C)c3c(C)n(-c4ccc(C)cc4)nc3c2=O)cc1
→ 0%&0% | 11% | -0.8 | ? | i | -7%&6% | 5% | -11%&7% | -0.6%&1.1%
> COc1cc(OC)cc(C(=O)NCCS(=O)(=O)N2CCN(Cc3ccccc3)CC2)c1
→ -3% | 7% | -0.7 | 6% | i | -1% | -13% | -16% | -0.5%
> CCOC(=O)N1CCC(NCCNC(=O)c2ccccc2)CC1
→ -7%&15% | 0%&8% | -1.7&-2.0 | 7%&-12% | i | 4%&-8% | -4%&2% | 22%&15% | -0.9%&0.4%
> Cc1ccc(S(=O)(=O)c2cnc3cc(C)nn3c2N)cc1
→ 0% | 0% | -2.4 | -11% | i | 0% | -5% | -2% | 0.8%
> COc1ccc(N(C)S(=O)(=O)c2cccc(C(=O)N3CCN(S(=O)(=O)c4ccc(C)cc4)CC3)c2)cc1
→ -5% | 9% | -3.6 | ? | i | -6% | -20% | -6% | 0.0%
> Cc1cc(C(=O)CSc2nnc3c(Cl)cc(Cl)cn23)c(C)n1C
→ -1% | 12% | 0.1 | 7% | i | 6% | -4% | 7% | 2.5%
> COc1ccc(CCNC(=O)c2cc(C(=O)c3cc(C)ccc3O)cn(CCc3ccc(OC)cc3)c2=O)cc1
→ -1% | 10% | -4.1 | -4% | i | -28% | -2% | 2% | 3.6%
> COCCn1c(=O)c2ccccc2c2ccccc2c1=O
→ 2% | -4% | 0.6 | -3% | i | -1% | 7% | -5% | -0.6%
> c1csc(-c2nc3ccccc3[nH]2)c1
→ -4% | 4% | 0.1 | -2% | i | -1% | 28% | ? | 5.8%
